Source: PubChem (several laboratories)
ERa SRC1 pot: enhances coactivator binding to human estrogen receptor alpha; 86,000 compounds, 1.3% hits; coactivator binding (% of control), % at 25.6 µM; TR-FRET ERalpha-LBD/SRC-Cy5 coactivator binding, 2 h; 100 = basal binding, no effect; P03372; in the data active means activity above about 200%;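 further: binding measured in presence of low estradiol as agonist stimulus; 0% = peptide alone without receptor and 100% = receptor with peptide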
Mac1 fbg enh: increases human CD11b/CD18 adhesion to fibrinogen; P05107+P11215; K562 CD11b/CD18 adhesion to fibrinogen, ATPlite luminescence; activation, % at 10 µM; 93,000 compounds, 0.07% hits; AID 1499;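 active means 10 µM primary screen giving 50% or more activity, confirmed by 40% or more on retest at that dose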; further: strong numbers were not always called active; reference of the scale not given here
ERb SRC1 inh: blocks coactivator binding to human estrogen receptor beta; Q92731; TR-FRET ER-beta LBD / SRC1-Cy5 peptide binding; receptor agonist-loaded with 1 µM estradiol; inhibition, % at 25.6 µM; 86,000 compounds, 1.3% hits; AID 633;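 active means compounds whose percent inhibition of the receptor-coactivator binding signal exceeds about 50% in the single-dose screen, limit read from the data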;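 further: 0% = receptor plus peptide wells without compound and 100% = peptide-only wells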
Target sequence (Q92731 whole entry, looked up, the tested form may be a part): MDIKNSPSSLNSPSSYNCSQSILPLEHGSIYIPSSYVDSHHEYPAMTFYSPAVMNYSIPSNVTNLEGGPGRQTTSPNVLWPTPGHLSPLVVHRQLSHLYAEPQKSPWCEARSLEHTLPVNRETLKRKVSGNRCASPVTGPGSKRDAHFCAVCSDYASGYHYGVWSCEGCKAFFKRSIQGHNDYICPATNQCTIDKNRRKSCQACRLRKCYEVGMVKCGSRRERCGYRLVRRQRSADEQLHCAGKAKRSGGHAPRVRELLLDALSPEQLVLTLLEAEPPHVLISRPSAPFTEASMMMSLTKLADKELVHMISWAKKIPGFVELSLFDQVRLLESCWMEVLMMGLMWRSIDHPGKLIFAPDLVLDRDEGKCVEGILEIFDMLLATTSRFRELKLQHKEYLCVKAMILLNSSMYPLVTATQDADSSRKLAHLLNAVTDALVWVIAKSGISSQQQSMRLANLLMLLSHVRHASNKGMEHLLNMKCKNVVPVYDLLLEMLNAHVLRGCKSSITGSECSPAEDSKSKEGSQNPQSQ
CD11b adhes inh: blocks human CD11b/CD18 adhesion to fibrinogen; P05107+P11215; K562 CD11b/CD18 adhesion to fibrinogen, ATPlite luminescence; Mn2+ added to activate the integrin; inhibition, % at 10 µM; 93,000 compounds, 0.54% hits; AID 1497;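 active means primary inhibition of 50% or more at 10 µM, then 40% or more on retest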; further: some results filed as inactive read as strong as hits
Candida biofilm: kills Candida albicans biofilms; C. albicans biofilm + clotrimazole, Alamar Blue; inhibition, % at 6 µM; 85,000 compounds, 0.14% hits; AID 834;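 active means inhibition above 20%; inactive means inhibition below 20%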;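 further: preformed 24 hr biofilms exposed to compound for 48 hr; 0% = biofilm without compound and 100% = blank killed by clotrimazole plus chlorhexidine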
sEH act: activators of human soluble epoxide hydrolase; purified human sEH enzymatic activity, activator screen; AID 717; P34913; activation, % at 2 µM; 91,000 compounds, 0.04% hits; in the data active means activation above about 37%; further: values of inactives mirror those of a sister screen read the other way
sEH inhibitor: soluble epoxide hydrolase (human) inhibition. inhibition, % at 2 µM. AID 707. 91,000 compounds, 0.34% hits. recombinant human sEH enzymatic activity assay. P34913; in the data active means inhibition above about 80%; further: values of inactives mirror those of a sister screen read the other way; many of its hits are not listed in these tables
MT1-MMP txn act: activates MT1-MMP transcription. HT1080 MT1-MMP promoter luciferase reporter, luminescence, overnight; stronger effect = higher value. activation factor at 10 µM. 86,000 compounds, 0.16% hits. AID 750;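 active means activation factor of at least 2 for MT1-MMP transcription at 10 µM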
Smad3 inh: Smad3 (human) transcription factor binding inhibition; TR-FRET Smad3/Dy647-FoxH1 peptide binding, europium anti-His; inhibition, % at 25 µM; 88,000 compounds, 0.29% hits;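 active means compounds that reduce the energy-transfer binding signal between the protein and its labelled peptide by more than half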;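 further: 0% = Smad3 plus labelled peptide maximal FRET and 100% = peptide-only background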
Target sequence (P84022 whole entry, looked up): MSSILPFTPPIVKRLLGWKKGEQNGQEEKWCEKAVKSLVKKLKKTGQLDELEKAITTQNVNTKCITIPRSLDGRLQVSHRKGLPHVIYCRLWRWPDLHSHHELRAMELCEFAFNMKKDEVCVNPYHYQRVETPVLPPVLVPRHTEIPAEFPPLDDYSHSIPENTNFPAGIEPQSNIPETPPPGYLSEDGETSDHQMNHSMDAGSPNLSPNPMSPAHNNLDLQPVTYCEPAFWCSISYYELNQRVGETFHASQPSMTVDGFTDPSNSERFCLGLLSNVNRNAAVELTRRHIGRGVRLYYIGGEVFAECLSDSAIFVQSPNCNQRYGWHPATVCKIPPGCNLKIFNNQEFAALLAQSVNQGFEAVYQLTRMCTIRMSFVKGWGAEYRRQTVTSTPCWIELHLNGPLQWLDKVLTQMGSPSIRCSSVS
An asterisk follows results filed as active; · = no result given; [ ] = dose if it differs, or a comment. These rows are one share of the data. The share of hits here may be higher or lower than overall.

The opening 4 entries, to show the layout:
SMILES	ERa SRC1 pot	Mac1 fbg enh	ERb SRC1 inh	CD11b adhes inh	Candida biofilm	sEH act	sEH inhibitor	MT1-MMP txn act	Smad3 inh
Cc1nc(NC(=O)CSc2nnnn2Cc2ccccc2)sc1C	101.6	2.2	-18.5	-10.5	5.6	-11.9	11.4	1.2	9.2[fluorescence artefact?]
CC1=Nc2ncnn2C(c2ccccc2)/C1=N\O (stereo unspecified)	115.6[fluorescence artefact?]	-3.7	0.6	-2.6	4.3	-2.6	5.5	1.2	-4.7
CCCCc1nnc(NC(=O)CS(=O)(=O)Cc2ccccc2)s1	106.9	-1.9	18.0	0.7	3.1	-8.2	10.2	1	1.9
NNC(=O)CN1C(=O)Nc2ccc(Br)cc2C1c1ccccc1 (stereo unspecified)	77.6	·	-0.3[fluorescence artefact?]	·	2.5	-10.4	8.7	1.1	17.2

This part in full (from the top)
SMILES	ERa SRC1 pot	Mac1 fbg enh	ERb SRC1 inh	CD11b adhes inh	Candida biofilm	sEH act	sEH inhibitor	MT1-MMP txn act	Smad3 inh
Cc1nc(NC(=O)CSc2nnnn2Cc2ccccc2)sc1C	101.6	2.2	-18.5	-10.5	5.6	-11.9	11.4	1.2	9.2[fluorescence artefact?]
CC1=Nc2ncnn2C(c2ccccc2)/C1=N\O (stereo unspecified)	115.6[fluorescence artefact?]	-3.7	0.6	-2.6	4.3	-2.6	5.5	1.2	-4.7
CCCCc1nnc(NC(=O)CS(=O)(=O)Cc2ccccc2)s1	106.9	-1.9	18.0	0.7	3.1	-8.2	10.2	1	1.9
NNC(=O)CN1C(=O)Nc2ccc(Br)cc2C1c1ccccc1 (stereo unspecified)	77.6	·	-0.3[fluorescence artefact?]	·	2.5	-10.4	8.7	1.1	17.2
CCOc1ccccc1NC(=S)Nc1ccccc1F	·	-1.4	·	-7.1	·	-0.8	2.8	·	·
Cc1nc2c(sc3nc4c(cc32)COC(C)(C)C4)c(=O)o1	·	8.3	·	-47.0	·	5.5	-7.5	·	·
CCC(Sc1nncn1C)C(=O)Nc1ccccc1OC (stereo unspecified)	100.1	-1.8	-2.5	5.0	2.2	-8.9	11.3	1	11.4
CCc1ccc(NC(=O)N(C2CCC(C)CC2)C2CCN(C(C)=O)CC2)cc1 (stereo unspecified)	140.8	-2.5	-2.1	7.2	·	·	·	1.2	5.7
COc1ccc(C(=O)n2cnc(N)n2)cc1	108.8	2.8	3.0	7.6	6.4	10.4	-12.8	1.2	-3.0
COC(=O)C1=C(C)NC2=C(C1c1ccc(O)cc1)S(=O)(=O)c1ccccc12 (stereo unspecified)	·	0.4	·	4.0	·	-6.6	7.7	·	·
COCc1cc(C)nc(Nc2ccc(C)c(C)c2)c1C#N	130.1	95.2	-3.0[fluorescence artefact?]	-0.3	9.1	·	·	1.3	18.9
Cc1ccc(N2C(=O)c3n[nH]c(C)c3C2c2ccccn2)cc1 (stereo unspecified)	115.5	·	-3.5	·	5.6	-0.2	0.5	1.2	8.1
O=C(CN1CCN(c2nc(-c3ccc(F)cc3)cs2)CC1)NCc1ccc2c(c1)OCO2	115.9	-5.3	-0.6[fluorescence artefact?]	54.3	2.2	-1.1	1.4	1.2	-12.1
CCC(CC)C(=O)Nc1cccc(C(=O)N2CCCCCC2)c1	113.6	-1.5	8.0	5.0	7.0	-1.8	4.6	1	-2.5
COc1ccc(OCCCSc2ncccn2)cc1	115.2	-4.0	-2.1[fluorescence artefact?]	-3.2	3.1	13.2	-12.9	1.4	5.0
Cn1cccc1Cc1nnc(SCC(=O)NC2CCCCC2)n1-c1ccc(F)cc1	107.0	-3.6	-11.4[fluorescence artefact?]	22.4	3.0	-15.0	18.0	1.5	-3.3
O=C1CCC(C(=O)NC2(C(=O)NC3CCCCC3)CCCCC2)N1 (stereo unspecified)	101.5	-1.3	-4.6[fluorescence artefact?]	-0.6	-1.4	-5.1	3.0	1.1	5.3
CCOC(=O)C1=C(C)NC2=C(C1c1ccc([N+](=O)[O-])cc1)S(=O)(=O)c1ccccc12 (stereo unspecified)	·	-1.0	·	-14.7	·	-1.9	3.1	·	·
CN(CCOc1ccc(-c2ccn(S(=O)(=O)c3cccc4ccccc34)n2)cc1)c1ccccn1	·	-1.6	·	-7.3	·	-6.2	8.3	·	·
S=C(Nc1ccc(Cl)cc1)N1CCN(C2CCCCC2)CC1	·	-2.4	·	1.5	·	-1.5	4.1	·	·
CSc1nccn1CC(=O)Nc1ccc(F)cc1	103.7	·	2.6	·	3.1	-1.5	3.3	1.1	-0.8
CC(C)OC(=O)c1nnc(Cc2ccc(F)cc2)o1	78.3	-3.8	21.0	-3.5	5.3	-3.5	7.5	1.1	-9.6
Cc1c(-c2cccs2)[n+](=O)c2c(n1[O-])CCC2	135.4	9.6	-1.4[fluorescence artefact?]	0.3	0.4	0.0	-0.4	1.2	3.5
O=C(Cn1nnc(-c2ccccc2NC(=O)c2ccccc2F)n1)NCc1ccco1	136.4	-4.0	13.6	-5.0	3.4	12.6	-8.2	1	-3.4
Cc1sc2nc(SCC(=O)NCc3ccco3)n(C)c(=O)c2c1C	92.1	-4.2	8.2	-6.6	6.1	-2.9	3.5	1	-4.2

Whole records as entered above. Order of screens: ERa SRC1 pot	Mac1 fbg enh	ERb SRC1 inh	CD11b adhes inh	Candida biofilm	sEH act	sEH inhibitor	MT1-MMP txn act	Smad3 inh
NNC(=O)CN1C(=O)Nc2ccc(Br)cc2C1c1ccccc1 (stereo unspecified) as listed: 77.6	·	-0.3[fluorescence artefact?]	·	2.5	-10.4	8.7	1.1	17.2
O=C(CN1CCN(c2nc(-c3ccc(F)cc3)cs2)CC1)NCc1ccc2c(c1)OCO2 as listed: 115.9	-5.3	-0.6[fluorescence artefact?]	54.3	2.2	-1.1	1.4	1.2	-12.1
CC1=Nc2ncnn2C(c2ccccc2)/C1=N\O (stereo unspecified) as listed: 115.6[fluorescence artefact?]	-3.7	0.6	-2.6	4.3	-2.6	5.5	1.2	-4.7
COc1ccc(OCCCSc2ncccn2)cc1 as listed: 115.2	-4.0	-2.1[fluorescence artefact?]	-3.2	3.1	13.2	-12.9	1.4	5.0
O=C(Cn1nnc(-c2ccccc2NC(=O)c2ccccc2F)n1)NCc1ccco1 as listed: 136.4	-4.0	13.6	-5.0	3.4	12.6	-8.2	1	-3.4

Next structures follow:
SMILES	ERa SRC1 pot	Mac1 fbg enh	ERb SRC1 inh	CD11b adhes inh	Candida biofilm	sEH act	sEH inhibitor	MT1-MMP txn act	Smad3 inh
CC(C)(C)SCCNS(=O)(=O)c1ccc(F)cc1	124.3	-2.3	-2.4	0.3	4.1	-7.2	6.9	1.2	-13.5
CSc1nsc(SCC(=O)N2CCN(c3ccccc3)CC2)n1	109.9	3.0	7.2[fluorescence artefact?]	-0.5	4.7	-0.1	-2.4	1.1	4.9
C=CCN(C(=O)CCC(=O)Nc1cc(C)on1)C(C(=O)NC1CCCC1)c1cccnc1 (stereo unspecified)	122.8[fluorescence artefact?]	-1.4	-5.6[fluorescence artefact?]	-10.1	10.6	6.6	-7.8	1.2	10.9
CC(C)CNS(=O)(=O)c1ccc(CCC(=O)Nc2ccc3c(c2)OCCO3)cc1	·	6.0	·	-4.0	·	4.4	-4.3	·	·
O=C(CNC(=O)Cn1ccc2ccccc2c1=O)NCCCN1CCCCCC1	101.6	14.5	6.2	-18.8	8.1	·	·	1.1	-2.9
COc1ccc(-c2nc(SCc3ccccc3)n(C(=O)c3ccco3)n2)cc1	·	2.0	·	-1.0	·	7.0	-4.2	·	·
Cc1cc(C(F)F)n2nc(C(=O)O)nc2n1	118.3	-4.4	-2.9	-5.2	-0.5	-1.0	1.6	1.1	7.5
CCCS(=O)(=O)N1CCC(C(=O)NCCCN2CCC(Cc3ccccc3)CC2)CC1	102.4	-2.2	-5.2	-1.6	-0.6	-4.2	1.5	1.2	-1.7
O=C(CSc1nnc(-c2cccnc2)n1-c1ccccc1)N1CCN(c2ccc(F)cc2)CC1	95.2	-1.1	-6.3	2.7	6.7	-6.4	4.7	1.1	4.1
COc1ccc(C2C(C(=O)N3CCN(c4ccccc4)CC3)c3ccccc3C(=O)N2C)cc1OC (stereo unspecified)	103.5	0.4	-2.3	-3.7	7.2	13.1	-12.9	0.9	-1.5
CN1CCN(c2ccccc2NC(=O)Cc2ccc(Cl)cc2)CC1	101.9	0.9	23.6	5.2	5.8	0.4	1.0	·	1.0
CCCC(C(=O)Nc1nccs1)c1ccccc1 (stereo unspecified)	97.8	·	-11.3	·	6.0	20.0	-16.6	1	-18.2
CC(C)Cn1c(-c2ccccc2F)n[nH]c1=S	87.6	-0.5	-21.0	5.7	9.0	6.1	-5.8	1.1	3.8
CCOC(=O)CCc1c(C)c2ccc(OC(C)C(=O)OCC)c(C)c2oc1=O (stereo unspecified)	79.1	-3.9	2.9	-3.6	7.4	3.8	-5.8	1.2	22.7
CN(C)/C=N/c1c(C#N)cnn1-c1ncnc2sc(-c3ccccc3)cc12	118.3	-0.7	19.1[fluorescence artefact?]	8.9	2.3	·	·	1.2	-3.8
COc1ccc2cc(C(=O)NC3CCCCC3)c(=O)oc2c1	188.2	45.9	16.6	-0.3	10.6	0.0	3.7	1.1	-0.1
CCOc1ccc(N(C(=O)Cn2nnc3ccccc32)C(C(=O)NC(C)(C)CC)c2cccn2C)cc1 (stereo unspecified)	109.0[fluorescence artefact?]	·	-2.1	·	-1.8	23.3	-19.9	1.4	3.2
O=C(O)CSc1nnc(CNc2ccccc2Cl)n1-c1ccccc1	103.2	-0.4	1.7	5.2	-1.9	31.2	-32.9	1.2	-7.5
CC(C)(CSc1nncn1N)NS(=O)(=O)c1ccc(Cl)cc1	97.3	-3.4	-7.2[fluorescence artefact?]	-20.8	0.7	3.2	-0.5	1.1	4.8
CCOCCn1c(N2CCN(c3ccc(OC)cc3)CC2)nc2c1c(=O)[nH]c(=O)n2C	100.3	-5.5	2.6[fluorescence artefact?]	-11.7	4.5	5.3	-7.2	0.9	7.4
Cn1c(Cn2c(=O)sc3ccccc32)nnc1SCc1cccc(F)c1	95.5[fluorescence artefact?]	·	-6.1	·	4.2	·	·	1.2	-0.2
CCN(CC)CCN1C(=O)c2ccccc2NC1c1ccc(N(C)C)cc1 (stereo unspecified)	101.0	-3.5	-12.2	11.1	4.6	22.8	-23.4	1.1	6.0
O=C(CSc1nc2ccccc2o1)c1cc2ccccc2oc1=O	135.6	·	3.0	·	3.1	-5.8	5.4	1.1	13.0[fluorescence artefact?]
